From PubChem BioAssay
APP transl inh – APP translation inhibition; SH-SY5Y APP 5'UTR-luciferase reporter, luminescence; inhibition, % at 2 µM; 190,000 compounds, 0.82% hits; AID 1285;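 active = inhibition above a set limit, derived from the sample mean plus 3 SD, cut at about 45% in these data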; note: values of inactives mirror those of a sister screen read the other way
TLR4 MyD88 comp – inhibitors of human TLR4-MyD88 binding | HeLa CL3-4 TLR4/MyD88 BLA complementation, FRET ratio | inhibition, % at 8.4 µM | 200,000 compounds, 0.18% hits; in the data active = inhibition above about 25%;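 note: 0% = vehicle and 100% = reference inhibitor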
FLuc act counter – firefly luciferase counter-screen for stimulation assays. P08659. ATPlite luciferase biochemical, luminescence, 10 min; 0 = ATP-free wells, 1 = DMSO control. activation factor at 10 µM. 200,000 tested, under 10 active;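 active = luciferase activation factor, scaled between plate controls, of at least 2 with compound at 10 µM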
Target sequence (P08659 whole entry, looked up): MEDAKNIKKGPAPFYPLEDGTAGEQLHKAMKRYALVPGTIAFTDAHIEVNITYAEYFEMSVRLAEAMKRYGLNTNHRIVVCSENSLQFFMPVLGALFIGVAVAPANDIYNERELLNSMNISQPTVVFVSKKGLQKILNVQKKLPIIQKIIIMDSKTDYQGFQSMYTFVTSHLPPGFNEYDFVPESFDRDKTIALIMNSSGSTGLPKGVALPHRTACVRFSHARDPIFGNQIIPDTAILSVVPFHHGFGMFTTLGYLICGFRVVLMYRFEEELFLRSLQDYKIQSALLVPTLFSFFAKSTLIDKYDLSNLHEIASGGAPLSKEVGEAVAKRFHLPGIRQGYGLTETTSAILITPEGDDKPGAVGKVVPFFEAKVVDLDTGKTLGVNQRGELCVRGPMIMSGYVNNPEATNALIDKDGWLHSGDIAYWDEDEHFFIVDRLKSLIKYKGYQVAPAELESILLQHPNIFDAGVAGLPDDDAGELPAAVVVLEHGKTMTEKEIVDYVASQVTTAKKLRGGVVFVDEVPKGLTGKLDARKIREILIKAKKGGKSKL
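System: cell-free luciferase reagent; medium: PBS as buffer for the ATP substrate; doses: test compounds dosed from 2 mM stocks in 100% DMSO; incubation: 10 min, room temperature; measured by: luminescence from luciferase reaction; read-out: luciferase activation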
APP 5'UTR act – APP 5'UTR luciferase reporter activation; SH-SY5Y APP 5'UTR luciferase reporter, luminescence; zero percent = DMSO vehicle wells; activation, % at 2 µM; 190,000 compounds, 1% hits; AID 1276;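 active = activation above a set limit, based on mean plus 3 SD of controls, cut at about 140% in these data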; note: values of inactives mirror those of a sister screen read the other way
STAT1 act – increases IFN-gamma driven STAT1 reporter signal; NIH 3T3 STAT1-luciferase reporter, luminescence; 100% = IFN-gamma alone, no compound; 200,000 compounds, 2.6% hits; activation (% of control), % at 5.5 µM;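 active = activation above the screen-wide mean activation plus 3 SD, cut at about 130% in these data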;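 note: raw ratio to IFN-gamma control signal so 100% means no change and 0% no light; values of inactives mirror those of a sister screen read the other way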
NF-kB neuron act – compounds increasing NF-kB expression in human neuronal cells; 190,000 compounds, 1.6% hits; fold change at 12.5 µM; NF-kB reporter expression; active compounds read high; in the data active = fold change above about 3.3
G6PDH counter – counter-screen for G6PDH assay hits: L. mesenteroides G6PDH inhibition; 200,000 compounds, 0.12% hits; Purified L. mesenteroides G6PDH, diaphorase/resazurin coupled fluorescence, 45 min; inhibition, % at 5 µM; in the data active = inhibition above about 50%
Diaph inh CS – diaphorase inhibition or chemical oxidation counter-screen. diaphorase resazurin-to-resorufin fluorescence, NADH, 16 min; bacterial (C. kluyveri) enzyme, not human. inhibition, % at 20 µM. 190,000 compounds, 0.69% hits. AID 1217;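 active = primary screen inhibition at 20 µM above a set limit, cut at about 50% in these data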;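 note: plate controls were DMSO with full reaction for no effect and wells lacking NADH for full effect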
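controls = No-NADH positive control and DMSO neutral control | system = Clostridium kluyveri diaphorase enzyme | timing = reaction incubation of 16 min at room temperature | signal = resorufin fluorescence 544/590 nm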
Diaph act CS – activates diaphorase or chemically reduces, flagging diaphorase assay artifacts; Diaphorase/resazurin coupled assay, resorufin fluorescence, 16 min; active compounds read high; 1 = vehicle wells, 0 = NADH-free wells; activation factor at 20 µM; 190,000 compounds, 0.005% hits; AID 1229;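 active = diaphorase activity raised at least twofold by the compound at 20 µM; inactive = activation factor below 2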
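Material: purified diaphorase enzyme from Clostridium kluyveri; Also added: 0.114 mM NADH and 0.1 mM resazurin, final amounts; Doses: single compound dose of 20 µM, 1% DMSO final; Times: 16 min enzyme reaction, ambient temperature; Detection: resorufin fluorescence, excitation 544 nm, emission 590 nm; Measure: increased resorufin signal from activators or reducing compounds.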
FLuc inhib CS – Photinus pyralis luciferase inhibition counter-screen. P08659. ATPLite firefly luciferase biochemical luminescence, 10 min. inhibition, % at 10 µM. 200,000 compounds, 1.5% hits. AID 1006;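 active = inhibition above about 50% when tested at 10 µM, limit read from the data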
The depositor's hits bear a star; . = no result given.

SMILES | APP transl inh | TLR4 MyD88 comp | FLuc act counter | APP 5'UTR act | STAT1 act | NF-kB neuron act | G6PDH counter | Diaph inh CS | Diaph act CS | FLuc inhib CS
COc1ccc(NC(=O)N[C@@H](CCSC)C(=O)O)cc1Cl | 1 | 13 | 1 | -1 | 93 | 1 | 2 | 14 | 0.9 | -5
CC(=O)c1cc(C#N)c(SCc2ccccc2)nc1C | 12 | -1 | 1 | -12 | 113 | 1.4 | 0 | 7 | 0.9 | 1
CCS(=O)(=O)N1CCN(c2ccc([N+](=O)[O-])c(N3CCOCC3)c2)CC1 | -2 | -20 | 1 | 2 | 108 | 1.1 | 2 | 6 | 0.9 | -1
Cc1ccc(C(=O)O/N=C(\N)c2cccc([N+](=O)[O-])c2)cc1 | -158 | -6 | 0 | 158* | 147* | 3.8* | -3 | 21 | 0.8 | 96*
CCOC(=O)c1c(NC(=O)COc2ncnc3ccccc23)sc(C)c1CC | 2 | -4 | 1 | -2 | 101 | 1.1 | -3 | 14 | 0.9 | -3
COc1ccc(OC)c(/C=N/NC(=O)CSc2cc(C)nc3c(OC)cccc23)c1 | -10 | -6 | 1.1 | 10 | 90 | 0.92 | 9 | 15 | 0.9 | -9
COc1ccc(C2CC(C(F)(F)F)n3nc(C(=O)O)cc3N2)cc1OC (stereo unspecified) | -9 | -2 | 1.1 | 9 | 99 | 1.1 | 10 | 18 | 0.8 | -9
Cc1ccc(CNc2ccc3c(c2)OCO3)cc1 | -15 | 23 | 0.9 | 15 | 127 | 1.7 | 24 | 31 | 0.7 | 5
Cc1nc2cccc(C)n2c(=O)c1Cl | -12 | 4 | 1 | 12 | 98 | 1.5 | 5 | 6 | 0.9 | -1
CCCc1cc(=O)n2[nH]c(NCc3ccc(OC)cc3)nc2n1 | -1 | 3 | 1 | 1 | 91 | 1.2 | -2 | 5 | 1 | -3
Cc1ccc(C2CC(=O)Nc3cc4c(cc32)OCCO4)s1 (stereo unspecified) | -4 | -2 | 1.1 | 4 | 104 | 1.2 | -4 | 9 | 0.9 | -7
Cn1nccc1/C=C(/C#N)S(=O)(=O)c1ccccc1 | -7 | -5 | 1.1 | 7 | 107 | 0.86 | 2 | 20 | 0.8 | -8
O=C(NCC(=O)N(c1cccnc1)C(C(=O)NC1CCCC1)c1ccccc1)c1ccco1 (stereo unspecified) | 8 | 3 | 1.1 | -8 | 99 | 0.92 | 5 | 4 | 1 | -6
Cc1cc(N)ccc1-n1c(C)ccc1C | 14 | 8 | 1 | -14 | 97 | 1.2 | 11 | 25 | 0.8 | -1
Cn1c(O)c(N=NC(=S)Nc2ccccc2F)c2cc(S(=O)(=O)N3CCOCC3)ccc21 | 46* | 2 | 1 | -46 | 100 | 1.4 | -9 | 12 | 0.9 | 3
COc1ccc(/C=C/C(O)=C(\C#N)c2nnc(N3CCOCC3)n2-c2ccccc2)cc1OC | -3 | 9 | 1.1 | 3 | 94 | 1.1 | 0 | 42 | 0.6 | -7
COc1ccc(C)cc1NC(=O)CC(O)(C(F)(F)F)C(F)(F)F | . | 3 | 1.1 | . | 97 | 1.2 | 9 | 14 | 0.9 | -6
CN(C)CCCn1c(SCC(=O)N2c3ccccc3Sc3ccccc32)nc2ccccc2c1=O | -6 | -7 | 1.1 | 6 | 103 | 1 | -32 | 6 | 0.9 | -5
O=C(NCc1ccccn1)c1ccc(Cl)s1 | 0 | -4 | 1 | 0 | 108 | 1.1 | 6 | 12 | 0.9 | 0
O=C(NCCSCc1c(F)cccc1Cl)c1ccco1 | -21 | 3 | 1 | 21 | 105 | 1.4 | 4 | -5 | 1 | -3
COc1cccc(/C=N/NC(=O)c2ccc(OCc3cccc(Br)c3)cc2)c1 | -13 | 2 | 1.1 | 13 | 100 | 0.79 | 6 | 2 | 1 | -5
O=C(c1ccc(S(=O)(=O)c2ccccc2Cl)c([N+](=O)[O-])c1)N1CCN(Cc2ccccc2)CC1 | -17 | 0 | 1.1 | 17 | 95 | 0.58 | -14 | 0 | 1 | -9
CCn1c(SCC(=O)NCCc2ccccc2)nnc1-c1ccco1 | -13 | -3 | 1 | 13 | 99 | 0.95 | 5 | -2 | 1 | -4
OC(Cn1nnc2ccccc21)Cn1c(C(F)(F)F)nc2ccccc21 (stereo unspecified) | 15 | -20 | 0.9 | -15 | 87 | 1.1 | -2 | -8 | 1.1 | 5
CC(Sc1nc(-c2ccccc2)cc(C(F)(F)F)n1)C(=O)Nc1sc2c(c1C#N)CCC2 (stereo unspecified) | 9 | -9 | 1.1 | -9 | 99 | 1 | 10 | 14 | 0.9 | -12
More results follow.
SMILES | APP transl inh | TLR4 MyD88 comp | FLuc act counter | APP 5'UTR act | STAT1 act | NF-kB neuron act | G6PDH counter | Diaph inh CS | Diaph act CS | FLuc inhib CS
COCCNC(=O)COc1ccc(Br)cc1Cl | 0 | -21 | 1 | 0 | 99 | 1.1 | 1 | 4 | 1 | -1
Cn1ncc(Cl)c(Oc2ccccc2)c1=O | 11 | 13 | 1.1 | -11 | 101 | 1 | -1 | 4 | 1 | -7
COC(=O)Cc1c(O)ccn(Cc2cccc3ccccc23)c1=O | -7 | 6 | 1.1 | 7 | 96 | 1.1 | 4 | 4 | 1 | -6
CN(C)c1ccnc(NCc2ccccc2)c1C#N | -19 | -5 | 1 | 19 | 105 | 1.6 | 9 | 9 | 0.9 | 2
CCCc1ncc(C(=O)c2ccc(OC)cc2)n1C | -14 | -2 | 1 | 14 | 113 | 1.4 | 4 | 7 | 0.9 | -3
CC(C(=O)N1CC2(C)CC1CC(C)(C)C2)N1C(=O)c2ccccc2C1=O (stereo unspecified) | -3 | 6 | 1.1 | 3 | 97 | 0.95 | 1 | 17 | 0.8 | -6
CCOC(=O)c1c(NC(=O)Cn2nc(C(F)F)cc2C(F)F)sc(C)c1C | 10 | 3 | 1 | -10 | 102 | 1.1 | 8 | 22 | 0.8 | 1
CC(C)NC(=O)CSc1nnc(-c2ccc(F)cc2)c2ccccc12 | -15 | -8 | 1 | 15 | 91 | 1.2 | -2 | 8 | 0.9 | -1
Cc1cccc(NC(=O)c2cccc(NS(=O)(=O)c3ccc(Cl)cc3)c2)c1 | -10 | 6 | 1 | 10 | 96 | 1.1 | 14 | 17 | 0.8 | 3
OC(CNCc1ccco1)Cn1c2ccccc2c2ccccc21 (stereo unspecified) | 10 | -4 | 1 | -10 | 92 | 1 | 2 | 22 | 0.8 | -4
COc1cc(OC)c(-c2nc3cnccc3n2C)cc1OC | 3 | 9 | 1 | -3 | 105 | 1 | -1 | 23 | 0.8 | -4
CC(NC(=O)C(c1ccccc1)c1ccccc1)C(=O)O (stereo unspecified) | -7 | 9 | 1 | 7 | 99 | 0.86 | 14 | 9 | 0.9 | -2
COc1ccccc1CNC(=O)CSc1ccc(Br)cc1 | -6 | -2 | 1.1 | 6 | 102 | 1.1 | 2 | 11 | 0.9 | -6
CCN(CC)CCCNC(=O)CN1C(=O)CSc2ccc(S(=O)(=O)N3CCOCC3)cc21 | -10 | -3 | 1 | 10 | 101 | 1.1 | 0 | 17 | 0.8 | -5
Cc1ccc2nc(-c3ccc(NC(=S)NCCC(C)C)cc3)sc2c1 | -134 | -2 | . | 134 | 127 | . | . | . | . | .
COC(CNC(=O)c1cc(Sc2nnc(C)s2)nc2ccccc12)OC | 19 | 4 | 1 | -19 | 102 | 1.9 | 4 | 11 | 0.9 | 1
CCN1C(c2ccc(F)cc2)=CS/C1=C(\C#N)c1nnc2n1-c1ccccc1SC2 | -1 | 15 | 1.1 | 1 | 99 | 0.82 | -1 | 28 | 0.7 | -5
NC(=O)C1(N2CCCCC2)CCN(C2CC(=O)NC2=O)CC1 (stereo unspecified) | 22 | -18 | 1 | -23 | 105 | 1.2 | -2 | 15 | 0.8 | -5
Cc1cc(C(=O)OCC(=O)NC2CCCCC2)c(C)o1 | -6 | 8 | 1.1 | 6 | 102 | 1.4 | 2 | 3 | 1 | -5
COc1ccccc1Nc1nc(N)nc(-c2cc3ccccc3o2)n1 | -31 | -2 | 1 | 31 | 117 | 1.2 | -38 | 22 | 0.8 | -4
COc1ccc(Cl)cc1NC(=O)CN1C(=O)CCS(=O)(=O)c2ccccc21 | -16 | -5 | 1.1 | 16 | 102 | 1.1 | 8 | 22 | 0.8 | -10
CC1CCN(Cc2nc(Cl)c3c4c(sc3n2)CCC4)CC1 | -8 | -2 | 1.1 | 8 | 100 | 3.2 | 1 | 1 | 1 | -5
CCCCOC(=O)c1ccc(NC(=O)c2nn(C)cc2Br)cc1 | -11 | -4 | 0.9 | 11 | 106 | 1.1 | -5 | 18 | 0.8 | 7
COc1ccc(/C=C2\SC(=S)N(CC(=O)Nc3nnc(C)s3)C2=O)cc1 | 7 | -1 | 1 | -7 | 95 | 1.1 | 17 | -13 | 1.1 | -4
O=C(N/C(=C\c1cccc([N+](=O)[O-])c1)C(=O)N1CCCCC1)c1cccs1 | -7 | -6 | 1.1 | 7 | 86 | 0.85 | -8 | 16 | 0.8 | -6

Entries of single compounds, quoted from the list. Screens in order: APP transl inh | TLR4 MyD88 comp | FLuc act counter | APP 5'UTR act | STAT1 act | NF-kB neuron act | G6PDH counter | Diaph inh CS | Diaph act CS | FLuc inhib CS
CCOC(=O)c1c(NC(=O)Cn2nc(C(F)F)cc2C(F)F)sc(C)c1C reads 10 | 3 | 1 | -10 | 102 | 1.1 | 8 | 22 | 0.8 | 1
CC(C(=O)N1CC2(C)CC1CC(C)(C)C2)N1C(=O)c2ccccc2C1=O (stereo unspecified) reads -3 | 6 | 1.1 | 3 | 97 | 0.95 | 1 | 17 | 0.8 | -6
Cc1ccc2nc(-c3ccc(NC(=S)NCCC(C)C)cc3)sc2c1 reads -134 | -2 | . | 134 | 127 | . | . | . | . | .
COc1ccc(Cl)cc1NC(=O)CN1C(=O)CCS(=O)(=O)c2ccccc21 reads -16 | -5 | 1.1 | 16 | 102 | 1.1 | 8 | 22 | 0.8 | -10
NC(=O)C1(N2CCCCC2)CCN(C2CC(=O)NC2=O)CC1 (stereo unspecified) reads 22 | -18 | 1 | -23 | 105 | 1.2 | -2 | 15 | 0.8 | -5

New compounds follow:
SMILES | APP transl inh | TLR4 MyD88 comp | FLuc act counter | APP 5'UTR act | STAT1 act | NF-kB neuron act | G6PDH counter | Diaph inh CS | Diaph act CS | FLuc inhib CS
COc1ccccc1CNC(=O)c1nn(-c2ccc(C)cc2)c(=O)c2c1c1ccccc1n2C | -20 | 1 | 1 | 20 | 98 | 1.1 | 2 | 10 | 0.9 | -4
COc1ccc(/C=C/C(=O)OC(C)CN2CCOCC2)cc1 (stereo unspecified) | 3 | 0 | 1.1 | -3 | 98 | 1.4 | -6 | 16 | 0.8 | -5
C=CCn1c(=O)c(C(C)=O)cn(N(C)c2ncc(C(F)(F)F)cc2Cl)c1=O | -11 | 1 | 1 | 11 | 104 | 1.1 | 1 | -1 | 1 | 4
Cn1cccc1/C=N/n1c(-c2ccc(Cl)cc2Cl)n[nH]c1=S | 8 | 8 | 1.1 | -8 | 99 | 0.87 | -12 | 72* | 0.3 | -8
COc1ccc(N(CC(=O)Nc2ccc(C)cn2)S(=O)(=O)c2c(C)nn(C)c2C)cc1 | -25 | -4 | 1.1 | 25 | 111 | 1.1 | 10 | 25 | 0.8 | -8
O=C(Nc1ccccc1N1CCOCC1)C1CCCCN1S(=O)(=O)c1ccccc1 (stereo unspecified) | -27 | 2 | 1 | 27 | 96 | 0.81 | 8 | 10 | 0.9 | -3
